Assay outcomes: PubChem BioAssay, several laboratories
ERa coact inh: ERα–SRC-1 coactivator interaction inhibitors, primary screen, biochemical, TR-FRET, ERα LBD, estradiol-bound. TR-FRET ER-alpha LBD / SRC-1 peptide. inhibition, % at 25.6 µM. 1.7% of 86,000 active; in the data active means inhibition above about 50%;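 further: 0% = receptor plus peptide control and 100% = peptide only without receptor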
ERa SRC1 pot: enhancers of ERα–SRC-1 coactivator binding, primary screen, biochemical, TR-FRET, ERα LBD, low estradiol; Estrogen receptor (Homo sapiens), P03372; TR-FRET ERalpha-LBD/SRC-Cy5 coactivator binding, 2 h; 100 = basal binding, no effect; coactivator binding (% of control), % at 25.6 µM; 1.3% of 86,000 active; in the data active means activity above about 200%;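 further: binding measured in presence of low estradiol as agonist stimulus; 0% = peptide alone without receptor and 100% = receptor with peptide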
CYP2C19 act: human CYP2C19 activators, primary screen, biochemical, luminescence | Cytochrome P450 2C19 (Homo sapiens), P33261 | recombinant CYP2C19, luciferin-H EGE luminescence; hits give high values; 0 = fully inhibited enzyme, 1 = untreated enzyme | activation factor at 5 µM | 96,000 tested, under 10 active | AID 1025, 2008;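 active means activation factor of at least 2 at 5 µM in the primary screen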;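 further: 0 = wells with 2.5 mM tranylcypromine and 1 = vehicle-only wells; values of inactives mirror those of a sister screen read the other way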
CYP2C19 inh: blockers of cytochrome P450 2C19 activity – biochemical, luminescence, ADME assay, primary screen; P33261; CYP2C19 Supersomes, luciferin-H EGE luminescence, 30 min; inhibition, % at 5 µM; 21% of 96,000 active; AID 778, 2007;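 active means CYP2C19 inhibition above a set limit at 5 µM in the primary screen, cut at about 50% in these data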;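 further: plate controls were negative control wells for no effect and 2.5 mM tranylcypromine positive control for full effect; values of inactives mirror those of a sister screen read the other way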
Lung fibro prol: antiproliferative effect on LL 47 fibroblasts – human, LL 47 cells, CellTiter-Glo luminescence, primary screen; 1.1% of 85,000 active; viability, % at 10 µM; AID 719, 2007; LL 47 human lung fibroblast viability, ATP luminescence; hits give low values;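 active means viability at or below 50% in the single dose screen; inactive means viability above 50%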;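 further: compound exposure lasted 72 h before the ATP readout; 100% = median luminescence of untreated cell-only wells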
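Signal: luminescent ATP detection, CellTiter-Glo; assay system: LL 47 human lung fibroblasts; input: 1,150 cells/well; incubation: overnight cell rest, 72 h compound treatment at 37 °C; measure: % viability versus median cells-only luminescence; medium: IMEM growth medium with 15% fetal bovine serum; dosing: compound addition at 0.1% DMSO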
H69AR growth 86K: proliferation blockers of H69AR lung cancer cells, primary screen, cell-based, human, 86K library; 6% of 85,000 active; H69AR lung tumor viability, ATP luminescence, 72 h; hits give low values; AID 598, 2007; viability, % at 10 µM;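 active means viability at or below 40%; inactive means viability above 40%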;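 further: multidrug resistant small cell line overexpressing MRP-1 efflux transporter; 100% = mean luminescence of untreated control wells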
CD11b adhes enh: enhancers of CD11b/CD18 adhesion to fibrinogen, primary screen, K562 cells, luminescence; activation, % at 10 µM; AID 1499, 2009; 0.07% of 93,000 active; ATPlite luminescence;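 active means 10 µM primary screen giving 50% or more activity, confirmed by 40% or more on retest at that dose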; further: strong numbers were not always called active
Target sequence (P05107 whole entry, looked up, other chains not shown): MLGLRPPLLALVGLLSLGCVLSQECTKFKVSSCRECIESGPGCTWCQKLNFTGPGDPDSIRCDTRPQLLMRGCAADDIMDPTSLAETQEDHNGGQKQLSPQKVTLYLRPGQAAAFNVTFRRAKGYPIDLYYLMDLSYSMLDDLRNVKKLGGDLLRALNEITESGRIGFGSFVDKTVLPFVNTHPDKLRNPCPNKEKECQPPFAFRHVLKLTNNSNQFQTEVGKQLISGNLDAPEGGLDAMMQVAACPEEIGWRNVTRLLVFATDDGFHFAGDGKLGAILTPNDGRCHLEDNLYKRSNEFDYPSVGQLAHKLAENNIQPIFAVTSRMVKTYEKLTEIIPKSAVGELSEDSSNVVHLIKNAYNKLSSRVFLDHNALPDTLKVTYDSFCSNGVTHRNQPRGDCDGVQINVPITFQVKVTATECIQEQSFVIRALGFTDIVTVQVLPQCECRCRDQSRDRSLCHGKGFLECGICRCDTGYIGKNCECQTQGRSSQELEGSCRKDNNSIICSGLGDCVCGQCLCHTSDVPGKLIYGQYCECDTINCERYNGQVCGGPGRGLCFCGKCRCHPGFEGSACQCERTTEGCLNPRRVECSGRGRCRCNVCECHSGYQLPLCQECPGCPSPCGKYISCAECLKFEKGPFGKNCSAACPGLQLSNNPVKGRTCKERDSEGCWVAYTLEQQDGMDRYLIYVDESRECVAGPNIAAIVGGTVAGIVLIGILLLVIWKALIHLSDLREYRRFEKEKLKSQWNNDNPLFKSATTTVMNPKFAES
HUVEC prolif 384: inhibitors of HUVEC proliferation, primary screen, cell-based, 384-well | AID 648, 2007 | CellTiter-Glo luminescence, 72 h; hits give low values | 1.1% of 86,000 active | viability, % at 10 µM (by protocol);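 active means viability at or below 30%; inactive means viability above 30%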;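 further: 100% = median luminescence of DMSO-only cell control wells on each plate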
Mac1 fbg inh: inhibitors of CD11b/CD18 adhesion to fibrinogen, primary screen, K562 cells, luminescence | Integrin beta-2 (Homo sapiens) + Integrin alpha-M (Homo sapiens), P05107+P11215 | ATPlite luminescence; Mn2+ added to activate the integrin | inhibition, % at 10 µM | 0.54% of 93,000 active;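 active means primary inhibition of 50% or more at 10 µM, then 40% or more on retest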; further: some results filed as inactive read as strong as hits
An asterisk follows results filed as active; . = not tested or not shown; [ ] = dose if it differs, or a comment. Compounds were not picked by outcome. Share with any hit: about 26%.

SMILES	ERa coact inh	ERa SRC1 pot	CYP2C19 act	CYP2C19 inh	Lung fibro prol	H69AR growth 86K	CD11b adhes enh	HUVEC prolif 384	Mac1 fbg inh
Cc1nn(C)c(C)c1CNC(=O)c1cc2n(n1)C(C(F)(F)F)CC(c1cccs1)N2 (stereo not drawn)	18	74	1.1	-10	99	93	-1	101	6
O=C1Nc2ccc(S(=O)(=O)NCc3ccccn3)c3cccc1c23	33[fluorescence artefact?]	81[fluorescence artefact?]	0.7	34	92	89	-3	93	-22
Cn1c(C(=O)NCCCN2CCCC2=O)cc2c(=O)n(C)c3ccccc3c21	-7	100[fluorescence artefact?]	1	0	100	81	5	81	3
Cn1c(-c2ccc3c(c2)OCO3)cnc1N	-12	103	1	-4	100	84	0	92	-26
O=C(CC1=NCCNC(c2ccccc2)C1)c1ccccc1O (stereo not drawn)	4	113	0.6	35	90	65	-6	101	0
CC(C)OCCCNC(=O)c1ccc(N(C)S(C)(=O)=O)cc1	-9	119	.	.	101	84	.	94	.
CNC(=S)NCCc1ccc(OC)c(OC)c1	.	.	0.4	56*	.	.	-4	.	1
Cc1nc2ccc(C(=O)O)cc2c2c1CC(C)S2 (stereo not drawn)	3	62[fluorescence artefact?]	1.1	-14	103	71	2	97	-4
CCOC(=O)C1(c2csc(N)n2)COC(=O)C1 (stereo not drawn)	-6	101	1	-1	108	100	-2	101	-9
O=C(Nc1ccccc1)OCC1CCCN2CCCCC12 (stereo not drawn)	-2	105[fluorescence artefact?]	1.1	-11	109	91	-5	103	8
COC(=O)Nc1ccc(S(=O)(=O)N2CCCc3ccccc32)cc1	4	74	1.1	-6	53	18*	-1	51	9
CCOC(=O)c1sc(=S)n(-c2ccc(C)cc2)c1SC	.	.	1.1	-8	.	.	4	.	-1
COc1ccccc1NC(=O)CN1CCN(S(=O)(=O)c2ccc(Br)cc2)CC1	39[fluorescence artefact?]	137	0.7	34	99	76	-3	92	-24
COC(=O)CCN(c1ccccc1)S(=O)(=O)c1ccc(OC)cc1	-8	101	0.5	49	89	81	-4	95	18
O=C(CCC1CCCCC1=O)c1ccccc1 (stereo not drawn)	1	118	0.9	13	100	90	-4	96	4
COc1ccc2sc(NC(=O)CC(C)C)nc2c1	-5	113	0.4	58*	92	85	0	93	-1
CCSc1nnc(C)n1-c1ccc(C(=O)O)cc1	3	107	1.1	-10	100	85	1	93	16
CS(=O)(=O)N(CC(=O)NCc1ccc2c(c1)OCO2)Cc1ccc(Cl)cc1	-15	107	0.2	79*	100	92	1	97	-14
S=C1CCSc2ccc(Cl)cc2N1	6	107	0.8	18	110	89	-2	94	-16
CCc1ccccc1NS(=O)(=O)c1ccc(SC)cc1	66*[fluorescence artefact?]	36[fluorescence artefact?]	0.2	81*	.	84	1	82	-3

Structures listed above that bear a hit mark in ERa coact inh.
SMILES | ERa coact inh | ERa SRC1 pot | CYP2C19 act | CYP2C19 inh | CD11b adhes enh | Mac1 fbg inh
CCc1ccccc1NS(=O)(=O)c1ccc(SC)cc1 | 66*[fluorescence artefact?] | 36[fluorescence artefact?] | 0.2 | 81* | 1 | -3

Other results:
SMILES	ERa coact inh	ERa SRC1 pot	CYP2C19 act	CYP2C19 inh	Lung fibro prol	H69AR growth 86K	CD11b adhes enh	HUVEC prolif 384	Mac1 fbg inh
CCCc1[nH]nc2c1C1(C(=O)N(CC)c3ccccc31)C(C#N)=C(N)O2 (stereo not drawn)	6[fluorescence artefact?]	117	0.7	30	99	94	-1	92	-7
C=CCn1c(C)cc(C(=O)CSc2ccc(NC(C)=O)cc2)c1C	-1	109	0.1	91*	96	104	-1	93	-6
CCn1c(N)c(C(=O)NCCCOC)sc1=S	7[fluorescence artefact?]	89	0.8	20	109	72	0	98	-7
Cc1c(O)cc2n(c1=O)-c1ccc(Cl)cc1C2(C)C	14	96	.	.	95	104	.	103	.
NC(=O)c1ccc(-n2nnnc2SCC(=O)Nc2ccc(N3CCOCC3)c(Cl)c2)cc1	0	94	1	1	94	.	6	86	-19
COc1ccc(C2C3=C(CC(C)(C)CC3=O)Oc3ncn(Cc4ccco4)c(=N)c32)cc1 (stereo not drawn)	-33	82	1.1	-7	90	61	-1	94	-7
O=c1[nH]c(SCc2ccccc2)nnc1-c1ccccc1	-12	103	.	.	.	102	.	99	.
O=C(COc1ccc(S(=O)(=O)N2CCCC2)cc1)NCCC1=CCCCC1	-18	85[fluorescence artefact?]	0.6	43	98	80	-1	81	6
CNC(=S)N1C2CCC1CC(NC(=O)NC13CC4CC(CC(C4)C1)C3)C2 (stereo not drawn)	.	.	1	-2	.	.	0	.	-2
[O-][n+]1c2c(nn1-c1ccccc1Cl)-c1nonc1CC2	2	112	0.9	8	102	90	-1	101	6
Cc1cc(C)cc(C(=O)NCCn2cc(SCC(=O)N3CCOCC3)c3ccccc32)c1	-4	133	0.8	22	96	55	-1	98	-6
COc1cccc(C2CC(c3ccc(C)cc3)n3ncnc3N2)c1 (stereo not drawn)	-4	110	0	97*	95	91	7	100	-1
Cc1ccccc1Nc1nc(N)nc(CSc2nnc(-c3ccccc3)n2C)n1	-8	102	1.1	-9	98	76	-5	99	20
O=C(CCCC(=O)N(CC(=O)NC1CCCC1)Cc1ccc2c(c1)OCO2)Nc1ccccn1	-1	98	0.4	60*	98	100	-4	107	3
CCOC(=O)C1CCN(C(=O)Nc2ccc3nccnc3c2)CC1	0	95	.	.	105	94	.	94	.
CC(C)(C)OC(=O)N1CC=C2C(C#N)=C(N)C(C#N)(C#N)C(c3cccs3)C2C1 (stereo not drawn)	9	98	0.6	39	90	23*	6	77	-14
CCOc1cccc(OCCCOc2ccccc2)c1	-2	98	1	3	105	101	0	90	-8
CCn1c(O)c(C=Nc2ccccc2)oc1=S	-3	106	0.7	28	101	84	-1	101	-4
Nc1cccc(S(=O)(=O)c2cccc(N)c2)c1	3	89	0.9	7	99	96	2	100	8
Cc1ccc(NC(=O)C2(N(CC(C)C)C(=O)Cn3nnnc3N)CCCCC2)cc1	-1	100	1	-4	.	103	0	103	-16
CCOC(=O)CSc1nc2sc(C)c(C)c2c(=O)n1C	2	99	0.9	11	102	102	4	109	-10
COc1cc(C2N(c3ccccc3)CCN2c2ccccc2)ccc1OC(C)=O	-7	110	1	-3	94	83	-2	86	-4
CCOc1c(Br)cc(CNc2ncn[nH]2)cc1OC	-5	94	0.8	17	85	89	0	86	-35
Cc1cc(N=Cc2c(O)n(-c3ccc4c(c3)OCO4)c(=O)c3ccccc23)ccn1	47[fluorescence artefact?]	176[fluorescence artefact?]	0.4	55*	73	21*	8	87	13
CCOC(=O)c1nnn(-c2nonc2-n2cccc2)c1CN1CCOCC1	11	108	1	4	96	89	.	100	.
O=C(/C=C/c1ccc(Cl)cc1Cl)NCc1ccncc1	.	.	0.2	81*	.	.	-2	.	11
O=C1CCN(N=Nc2cccc(Cl)c2)N1	-3	77	1	1	101	31*	5	82	5
CCOC(=O)C1=C(CN2CCCCC2)NC(=O)NC1c1cc(C)ccc1C (stereo not drawn)	1	93	1	-2	103	74	-5	109	2
Cc1c(C(=O)N2CCOCC2)sc2ncn(CC(=O)N3CCC(C)CC3)c(=O)c12	10	103	1	0	109	102	0	99	-8
COc1ccc(CNC(=O)c2cnn3c(C(F)F)cc(C)nc23)cc1OC	4	114	0.4	57*	94	83	2	111	19
COc1cccc(/C=N/n2nnnc2N)c1OCc1ccccc1Cl	18[fluorescence artefact?]	115	.	.	89	85	.	81	.
COc1ccc(C2=CC(c3ccc(OC)c(OC)c3)NC(=S)N2)cc1 (stereo not drawn)	-7	126	0.8	19	94	90	-1	37	10
COc1ccc(Cc2nnc(N)s2)cc1	-3	105	1	2	100	87	.	93	.
O=C(CN1C(=O)CSc2ccccc21)Nc1ccc2c(c1)OCCO2	-4	159	0.7	30	102	92	-1	91	-18
O=C(OCCOc1ccc(Br)cc1)c1cnccn1	-8	126	0.4	62*	88	100	-6	95	3
CCOc1ccccc1C(=O)NC(C)c1ccc2c(c1)OCO2 (stereo not drawn)	-32	94	0.2	80*	97	24*	-1	65	0
CSc1cccc(NC(=O)C2CCN(S(C)(=O)=O)CC2)c1	5	112	1	3	98	95	-2	98	-4
O=C(NCc1ccccn1)C1CC(c2ccc(F)cc2)=NO1 (stereo not drawn)	10	87	0.8	20	99	102	-1	96	-39
COc1cc(C(=O)NCc2nnc(SCC(=O)Nc3cccc(C)c3)o2)cc(OC)c1OC	7	81	0.9	12	92	102	-4	97	6
COC(=O)c1cn(NC(=O)CCC2CCCC2)c(=O)c2ccccc12	7[fluorescence artefact?]	107	0.6	43	104	99	0	92	7
Cc1ccc(NCc2nnc(SCCN3CCCCC3)n2CC2CCCO2)cc1Cl (stereo not drawn)	-5	106	0.8	25	86	82	-2	71	2
COc1ccc2c(CCNC(=O)c3ccco3)c[nH]c2c1	-12	105	0.2	79*	104	97	1	90	2
Clc1ccc(COc2ccccn2)cc1Cl	-6	89	0.3	71*	91	91	.	79	.
CC(=O)N(C)c1ccc(NC(=O)C(F)(F)F)cc1	14	82[fluorescence artefact?]	.	.	104	99	.	102	.
O=C(Nc1cccnc1)c1ccc2c(c1)OCO2	13	81[fluorescence artefact?]	0.6	36	106	102	6	98	-32
Cc1ccccc1S(=O)(=O)Nc1nc2ccccc2nc1N1CCOCC1	-28	101	1	4	102	101	2	97	-13
C=C(C)C1CC=C(C)/C(=N/NC(=O)CNc2ccc(OCC)cc2)C1 (stereo not drawn)	.	.	1	3	.	.	11	.	-7
CC(C(=O)Nc1ccc2c(c1)OCCO2)N1CCN(C(=O)c2ccco2)CC1 (stereo not drawn)	-13	106	1.1	-8	104	90	-2	98	7
O=C(NC(C(=O)N/N=C/c1cccc2ccccc12)c1n[nH]c(=O)c2ccccc12)c1ccccc1 (stereo not drawn)	1	87	0.7	33	93	43	5	82	4

One compound at a time, as listed above. Screens in order: ERa coact inh | ERa SRC1 pot | CYP2C19 act | CYP2C19 inh | Lung fibro prol | H69AR growth 86K | CD11b adhes enh | HUVEC prolif 384 | Mac1 fbg inh
Clc1ccc(COc2ccccn2)cc1Cl is listed with -6 | 89 | 0.3 | 71* | 91 | 91 | . | 79 | .
O=C(NC(C(=O)N/N=C/c1cccc2ccccc12)c1n[nH]c(=O)c2ccccc12)c1ccccc1 (stereo not drawn) is listed with 1 | 87 | 0.7 | 33 | 93 | 43 | 5 | 82 | 4
Cc1ccccc1S(=O)(=O)Nc1nc2ccccc2nc1N1CCOCC1 is listed with -28 | 101 | 1 | 4 | 102 | 101 | 2 | 97 | -13
Cc1ccc(NCc2nnc(SCCN3CCCCC3)n2CC2CCCO2)cc1Cl (stereo not drawn) is listed with -5 | 106 | 0.8 | 25 | 86 | 82 | -2 | 71 | 2
C=C(C)C1CC=C(C)/C(=N/NC(=O)CNc2ccc(OCC)cc2)C1 (stereo not drawn) is listed with . | . | 1 | 3 | . | . | 11 | . | -7
